Screening results as filed in PubChem BioAssay.
GalR3 antagonist: antagonists of human GalR3 | 0.44% of 360,000 active | HEK293 GalR3-CNG cAMP membrane potential fluorescence; galR3 body fused to GalR1 C-terminus | inhibition, % at 3 µM;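 active means inhibition above the screen-wide average plus 3 SD, cut at about 13% in these data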;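 further: forskolin and galanin both at EC90 stimulate the cells; cAMP rise reported by CNG channel membrane potential dye signal; 0% = forskolin plus galanin with DMSO and 100% = forskolin alone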
Target sequence (O60755 1-299 limits assumed): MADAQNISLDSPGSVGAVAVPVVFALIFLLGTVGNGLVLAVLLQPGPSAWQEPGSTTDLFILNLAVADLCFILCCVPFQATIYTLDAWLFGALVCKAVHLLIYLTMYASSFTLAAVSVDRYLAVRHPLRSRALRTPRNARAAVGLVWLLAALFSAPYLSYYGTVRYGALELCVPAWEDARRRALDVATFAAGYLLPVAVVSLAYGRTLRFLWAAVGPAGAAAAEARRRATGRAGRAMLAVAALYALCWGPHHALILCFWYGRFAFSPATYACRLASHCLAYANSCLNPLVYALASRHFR
CRFR2-BP antag: antagonists of CRF-binding protein/CRF-R2 receptor complex; HEK293 CRF-R2/CRF-BP, CRF-induced calcium fluorescence; inhibition, % at 11.8 µM; 0.59% of 350,000 active; AID 588475;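 active means inhibition of the ligand-induced calcium signal above about 50% at the single tested concentration, limit read from the data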
pCIP destab: compounds decreasing mouse p/CIP protein stability; F442A p/CIP-EGFP cells, EGFP fluorescence, 16 h; decrease of EGFP signal, % at 10 µM; 0.01% of 290,000 active;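 active means EGFP signal decrease of at least 30% at 10 µM or well 3 SD below plate mean, unless failing retest; inactive means the rest, including hits failing retest or dose response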; further: some compounds called inactive have numbers as strong as hits; many of its hits are not listed in these tables
PHOSPHO1 inh: PHOSPHO1 (human) inhibition; Q8TCT1; recombinant PHOSPHO1, absorbance phosphatase assay; inhibition, % at 13.3 µM; 1.1% of 290,000 active; AID 1565; in the data active means inhibition above about 60%
Target sequence (Q8TCT1 whole entry, looked up): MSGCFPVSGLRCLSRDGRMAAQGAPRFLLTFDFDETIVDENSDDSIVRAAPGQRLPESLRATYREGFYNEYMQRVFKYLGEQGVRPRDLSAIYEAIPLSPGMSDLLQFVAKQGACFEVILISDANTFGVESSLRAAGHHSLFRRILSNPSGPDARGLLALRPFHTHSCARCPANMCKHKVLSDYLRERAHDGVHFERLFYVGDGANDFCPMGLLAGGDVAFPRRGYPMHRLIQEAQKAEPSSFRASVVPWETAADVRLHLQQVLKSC
MEKK3 PB1 HTS: raises or lowers MEK5 binding to the human MEKK3 PB1 domain | Q99759 | bead-based flow cytometry, Alexa488-MEK5 binding to MEKK3; actives lie on both sides; 0 = blocked by unlabeled MEK5, 100 = vehicle | binding response (% of control), % at 10 µM | 1.4% of 290,000 active;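 active means binding response more than 3 SD above or below the average of its plate-row segment, actives on both sides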;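 further: Alexa488 bead fluorescence after subtracting the streptavidin-only scavenger bead signal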
IDE act: boosts human insulin-degrading enzyme activity in HEK cells; P14735; FAbeta-B cleavage, fluorescence polarization; 0% vehicle, 100% cell-free pure enzyme wells; activation, % at 5.96 µM; 0.073% of 340,000 active;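 active means activation above the mean of all tested compounds plus 3 SD, set per screening campaign, cut at about 17% in these data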
IDE cell inh: inhibits human insulin-degrading enzyme in HEK cells | P14735 | FAbetaB cleavage, fluorescence polarization | inhibition, % at 5.59 µM | 0.41% of 320,000 active | AID 434962;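 active means percent inhibition above the average of all tested compounds plus 3 SD, set per screening campaign, cut at about 16% in these data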;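 further: IDE supplied by intact live HEK cells; FP after avidin binding of uncleaved biotin substrate so inhibition keeps polarization high; 0% = DMSO wells and 100% = 60 µM reference IDE inhibitor Ii1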
CRFBP-R2 agonist: agonists of human CRF-binding protein/CRF-R2 receptor complex. HEK293 CRF-R2/CRF-BP, calcium dye fluorescence (FLIPR); percent of saturating CRF peptide response. activation, % at 13.2 µM. 0.46% of 350,000 active;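 active means activation of at least 50%, plus an integration ratio under a set limit after plate pattern correction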;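 further: plate controls were neutral control wells without compound for no effect and CRF at EC100 for full effect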
M4 PAM: potentiates acetylcholine response at human M4 receptor; P08173; CHO-K1 hM4/Gqi5, Fluo-8 calcium fluorescence, ACh EC20; 0% = ACh EC20, 100% = maximal ACh; activation, % at 3 µM; 0.4% of 360,000 active; AID 624126;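 active means activation above its plate's cutoff, the mean activation of sample wells plus 3 SD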; further: some results filed as inactive read as strong as hits
Target sequence (P08173 whole entry, looked up): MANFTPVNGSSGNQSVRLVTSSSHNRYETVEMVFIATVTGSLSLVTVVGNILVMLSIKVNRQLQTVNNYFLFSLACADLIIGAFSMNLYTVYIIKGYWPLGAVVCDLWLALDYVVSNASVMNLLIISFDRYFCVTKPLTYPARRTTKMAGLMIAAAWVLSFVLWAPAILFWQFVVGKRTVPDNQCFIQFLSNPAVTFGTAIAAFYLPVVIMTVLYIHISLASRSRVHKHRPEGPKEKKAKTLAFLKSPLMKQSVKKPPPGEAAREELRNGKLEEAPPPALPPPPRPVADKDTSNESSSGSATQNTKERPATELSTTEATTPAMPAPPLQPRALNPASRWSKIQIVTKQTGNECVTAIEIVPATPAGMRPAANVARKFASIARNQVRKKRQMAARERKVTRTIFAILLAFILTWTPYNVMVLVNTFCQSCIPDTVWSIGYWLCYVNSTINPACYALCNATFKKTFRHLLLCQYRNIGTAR
The depositor's hits bear a star; nt = no result given. Hits appear at their usual frequency (roughly 4.2% active in at least one column).

SMILES	GalR3 antagonist	CRFR2-BP antag	pCIP destab	PHOSPHO1 inh	MEKK3 PB1 HTS	IDE act	IDE cell inh	CRFBP-R2 agonist	M4 PAM
CCc1cc(CNC(=O)CCc2nnc(Cc3cccc(C)c3)o2)on1	-3	50	-1	12	99	6	0	-1.0	7
CCCn1c(N)c(C(=O)CSc2nnc(Cc3cccs3)n2C2CC2)c(=O)[nH]c1=O	-6	-4	nt	nt	nt	nt	nt	17	-4
Cc1cccc(-c2nc3c(c(SCC(N)=O)n2)CCCC3)c1	7	-18	-13	-1	83	3	4	-2.4	16
CC1CCN(C(=O)CSCC(=O)O)CC1	-5	5	-7	37	96	8	-11	1.4	1
CC1(C)Oc2ccc3ccc(=O)oc3c2/C(=C/O)C1=O	-1	9	1	-16	104	3	4	-0.4	-10
CCn1c(SCC(=O)Nc2ccccc2Cl)nnc1C1CC1	-7	1	-9	19	108	3	-1	-1.6	2
CCOc1ccc(NC(=O)CN(C)C(=O)c2ccccc2OCCOc2ccccc2)cc1OCC	1	-5	nt	nt	nt	5	-2	-0.9	-4
CN(Cc1ccccc1F)C(=O)CN1CCN(S(=O)(=O)c2ccc3c(c2)OCCCO3)CC1	-1	3	nt	nt	nt	1	4	-2.3	1
COCCCNC(=O)CNC(=O)c1cn(-c2ccccc2OC)c(=O)c2ccccc12	0	-3	8	16	96	-2	-3	1.2	-7
N#CC(NC(=O)OCc1ccccc1)c1ccccc1 (stereo unspecified)	-4	2	nt	nt	nt	3	10	0.2	-3
CC(=O)Nc1cccc(/C(C)=N/NC(=O)c2cccc(S(=O)(=O)N3CCCC3)c2)c1	11	2	nt	nt	nt	nt	nt	-1.2	-3
Cc1ccccc1C(=O)N1CCC(n2nccc2NC(=O)C2CC2)CC1	nt	20	14	13	99	0	0	-6.8	5
COc1ccccc1OCCNC(=O)CCNC(=O)c1ccccc1OC	-3	8	nt	nt	nt	2	-5	-0.8	4
Cc1ccc(NC(=O)CS(=O)Cc2nc(-c3ccc(C)cc3)oc2C)cc1 (stereo unspecified)	nt	5	-1	4	105	-4	2	-3.5	2
O=C1CCC/C=C\C[C@H](CC(=O)N(CCO)Cc2ccccc2)C(=O)N2CCC[C@@H]2CO1	-6	1	nt	nt	nt	10	3	0.7	5
CN(C(=O)c1cccc(NC(=O)Cc2ccc(NC(=O)C3CCN(C(=O)C4CCC4)CC3)cc2)c1)C1CCC1	-4	13	nt	nt	nt	5	nt	-0.8	10
CC(=O)Nc1ccc(S(=O)(=O)N2CCN(c3cc(C)ccc3C)CC2)cc1	nt	-31	7	-6	102	-24	14	1.0	-2
CC1(C)CC(=O)C=C(C(=O)N2CCCC(C(=O)c3cc(F)ccc3F)C2)O1 (stereo unspecified)	-4	8	nt	nt	nt	nt	nt	0.6	2
CC(=O)Nc1ccc(S(=O)(=O)c2c(N)n(CCN3CCOCC3)c3nc4ccccc4nc23)cc1	3	-14	12	12	107	5	-3	-1.7	2
Cc1cc(C)cc(NC(=O)CN(Cc2ccccc2)S(C)(=O)=O)c1	-7	11	7	-7	109	3	8	-0.7	7
CN1C2C=C3C(C#N)=C(N)C(C#N)(C#N)[C@@H](c4ccsc4)[C@@H]3C1CC2 (stereo partly specified)	nt	7	-15	1	102	nt	5	5.7	nt
COc1ccc([C@H]2/C=C\CN(C(=O)c3ccccc3)[C@@H](C)C(=O)N2Cc2ccc(F)cc2)cc1	-3	-2	nt	nt	106	2	2	0.2	-6
CCOC(=O)CC1C(=O)NCCN1S(=O)(=O)c1ccc(Br)cc1 (stereo unspecified)	2	-1	3	29	99	1	3	-2.7	-3
C[C@H](CO)N1C[C@H](C)[C@@H](CN(C)S(=O)(=O)c2ccccc2)Oc2c(NC(=O)C3CCCCC3)cccc2C1=O	-6	-1	nt	nt	nt	5	7	-0.6	5
CO/N=C(/CNC(=O)c1ccc(Cl)cc1Cl)c1ccc(Cl)cc1	-3	-15	-14	41	nt	0	-3	2.0	-1
COc1cc(N(C(C)=O)c2ccc(O)c(C(=O)O)c2)c2ncccc2c1	5	26	nt	nt	nt	nt	nt	0.3	-9
COc1ccc(C(=O)Nc2ccc(NC(=O)C3CC3)cn2)cc1	-7	8	-5	7	106	2	5	-0.3	6
COc1ccccc1N1CCN(C(=O)C(=O)N/N=C/c2ccccc2F)CC1	0	-6	-4	1	98	-6	5	4.1	6
NNC(=O)CN(CCc1ccccc1)S(=O)(=O)c1ccc(Cl)cc1	-5	-15	-4	44	96	6	2	1.9	-2
CC#CCN1c2ccccc2[C@]23C[C@@H](C(=O)OC)N(C(=O)C4CCC4)C2=NC(C(=O)OC)=C(C(=O)OC)[C@H]13	-7	21	-1	26	94	0	1	5.7	-2
COC(=O)c1ccccc1NC(=O)c1cc2ncc(Br)cn2n1	1	-9	-5	-31	89	5	3	0.1	4
O=C(Cc1ccccc1)NNC(=O)Nc1ccccc1	10	2	-17	28	100	4	4	1.1	6
COc1ccc(OC)c(Nc2nnc(C)c(=O)[nH]2)c1	-2	24	0	32	105	nt	10	3.2	nt
Cc1ccc(N(C(C)C(=O)Nc2cc(Cl)ccc2Oc2ccccc2)S(C)(=O)=O)cc1 (stereo unspecified)	-2	1	6	9	103	3	4	-0.2	-11
COc1ccc(OC)c(-c2csc(NC(=O)C3c4ccccc4Oc4ccccc43)n2)c1	-9	4	-3	-24	90	6	-1	-0.5	-14
Cc1cccc(C2N(c3ccc(F)cc3)C(=O)C3CCCN32)c1 (stereo unspecified)	1	-1	nt	nt	86	-4	5	-2.4	8
Cc1cc(C)n2nc(N)nc2n1	-7	9	nt	nt	nt	6	nt	2.8	3
Cc1cc(C)c(S(=O)(=O)Nc2cccc3nsnc23)c(C)c1	-6	-9	-21	-8	nt	0	4	-0.9	-2
Nc1ncnc2c1ncn2C1O[C@H](CO)[C@@H](O)[C@@H]1O (stereo partly specified)	-1	3	nt	nt	nt	0	4	1.0	-7
Nc1nc(-c2ccc3c(c2)OCCO3)cs1	23*	76*	-13	59	101	0	5	6.4	2
O=C(N1CCOCC1)N1CCOCC1	-3	11	10	-30	100	1	6	-0.2	-5
CCO[C@@H]1OC(C(N)=O)=C[C@H](c2ccc(Br)cc2)[C@H]1CCCO	-3	4	6	20	98	6	0	-2.6	-4
CN(C)c1ccc(/C=N/n2c(-c3ccccc3Br)n[nH]c2=S)cc1	5	-9	-10	13	94	-4	-2	-5.5	-45
N#Cc1ccc(C(=O)OCC(=O)NC2CCCC2)cc1	-10	-14	2	9	105	0	1	0.1	1
O=C(O)C1CCCCC1C(=O)Nc1cc(C(F)(F)F)ccc1Cl (stereo unspecified)	7	1	3	26	99	2	-2	-0.6	-2
Cc1cc(NC(=O)COC(=O)c2ccccc2S(=O)(=O)N(C)c2ccccc2)no1	0	6	-8	28	113	2	3	-1.7	1
O=C(CC12CC3CC(CC(C3)C1)C2)Nc1c(F)cccc1F	nt	-21	-2	38	103	3	2	5.3	-1
O=C(CN1C(=O)C2C3C=CC(C3)C2C1=O)OCC(=O)c1ccc([N+](=O)[O-])cc1 (stereo unspecified)	-2	7	3	17	100	-3	10	-1.4	-3
COc1ccc(NC(=O)CSc2nccn2C)c([N+](=O)[O-])c1	-2	-2	20	7	108	0	2	0.3	-4
O=C(Nc1ccc(-c2cn3c(n2)SCC3)cc1)c1ccc2c(c1)OCO2	3	-15	-8	6	116	-6	2	12	1
Cc1ccccc1-c1nnc(SCC(=O)NC2CCCC2)n1C	0	13	nt	nt	nt	1	6	-1.6	-2
CN1C(=O)CC(NNC(=O)c2ccc(Cl)cc2)C1=O (stereo unspecified)	-3	2	-5	8	98	4	2	1.3	2
O=C(NNS(=O)(=O)c1ccccc1[N+](=O)[O-])c1ccc(F)cc1	-6	-16	-5	44	98	-5	2	-1.0	-4
CCSc1nc2cc(OC)c(OC)cc2c(=O)n1CC	-3	10	1	14	106	-2	10	-2.3	6
CC(=O)Nc1ccc(NC(=O)CCS(=O)(=O)c2ccc3c(c2)oc(=O)n3C)cc1	-7	-8	-4	49	95	4	1	0.6	-2
COc1cc(/C=C/C(=O)O)ccc1OCc1ccc([N+](=O)[O-])cc1	0	2	-8	23	94	7	7	-0.4	14
CCOc1ccc(NS(=O)(=O)c2cc(C(=O)NCCCN3CCOCC3)ccc2C)cc1	-2	7	nt	nt	nt	1	0	-1.3	4
CCOC(=O)C1CCN(S(=O)(=O)CCNC(=O)c2ccc(F)cc2)CC1	-4	6	nt	nt	nt	1	-13	0.7	3
Cc1noc(C)c1C(=O)NNc1ccc(C(C)C)cc1	-5	-6	-10	-19	96	7	3	0.2	0
COc1cc2c3nnc(-c4ccc(F)cc4)c-3cn(Cc3ccccc3)c2cc1OC	4	4	-13	-10	111	-5	7	-3.7	4

Single records, from the list above. Order of screens: GalR3 antagonist | CRFR2-BP antag | pCIP destab | PHOSPHO1 inh | MEKK3 PB1 HTS | IDE act | IDE cell inh | CRFBP-R2 agonist | M4 PAM
O=C(Nc1ccc(-c2cn3c(n2)SCC3)cc1)c1ccc2c(c1)OCO2 in the list: 3 | -15 | -8 | 6 | 116 | -6 | 2 | 12 | 1
Cc1noc(C)c1C(=O)NNc1ccc(C(C)C)cc1 in the list: -5 | -6 | -10 | -19 | 96 | 7 | 3 | 0.2 | 0

The list goes on:
SMILES	GalR3 antagonist	CRFR2-BP antag	pCIP destab	PHOSPHO1 inh	MEKK3 PB1 HTS	IDE act	IDE cell inh	CRFBP-R2 agonist	M4 PAM
Nc1cccc2nsnc12	-6	-3	-4	27	99	3	-5	3.0	-9
Cc1ccc(NC(=O)[C@@H](C)NC(=O)[C@@H]2Cc3ccccc3CN2)cc1	-1	11	-5	-25	97	1	-7	-0.3	-4
Cc1nnc(NC(=O)c2c(-c3ccccc3Cl)noc2C)s1	0	-15	-5	60*	103	5	7	-1.0	4
CCCSc1nc(=O)n2cc(C)ccc2n1	-5	7	-3	-10	100	-5	0	-0.5	6
C#CCOCCOCCOCCNc1nc(N2CCOCC2)nc(N2CCN(C(=O)[C@H](CCCCN)n3cc([C@@H](N)CO)nn3)CC2)n1	-1	-1	-14	52	101	8	0	-0.5	7
CCNc1nc(NCC)n2c(SCC(=O)Nc3c(C)cccc3C)nnc2n1	-4	2	nt	nt	nt	1	5	-0.7	3
COc1cc(C2CC(=O)Nc3n[nH]c(-c4ccccc4)c32)cc(OC)c1OC (stereo unspecified)	nt	2	6	16	110	nt	4	-1.8	nt
Cc1nc(-c2ccc(NC(=O)Cc3ccccc3)cc2)cs1	-11	1	1	37	94	-1	-1	-0.9	-3
COc1ccc(C(=O)N2CCCC(Nc3ccc(C)c(C)c3)C2)cc1 (stereo unspecified)	-2	-4	-26	32	105	4	-1	0.0	1
O=C(Nc1ccc(Cl)c(Cl)c1)Nc1ccccc1C(=O)O	-7	59*	-3	15	103	-1	6	-1.3	-3
COc1ccccc1NC(C)=O	-2	6	-10	-8	104	-1	2	0.5	1
Cc1ccccc1OCC(=O)N/N=C/c1ccncc1	-1	2	3	-22	88	1	2	-2.1	7
O=S(=O)(c1cc(-c2nnc(-c3ccc(Br)cc3)o2)ccc1Br)N1CCCCCC1	nt	-16	5	2	111	7	2	1.1	16
